# High-throughput results: PubChem BioAssay, several laboratories
# NPY2 pot ag: potentiators or agonists of human neuropeptide Y receptor Y2; P49146; cells expressing NPY-Y2, potentiator/agonist read-out; activation, % at 3.6 µM; actives 0.45% (n = 220,000); in the data active = activation above about 27%;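 also: cells stimulated with NPY near EC25 plus isoproterenol at EC100; 0% = vehicle plus submaximal agonist and 100% = vehicle plus saturating agonist; some results beyond the cut were filed as inactive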
# BaF3 tox: counter-screen for JAK2V617F inhibitors: parental Ba/F3 viability inhibitors; actives 1.1% (n = 220,000); inhibition, % at 5.6 µM; CellTiter-Glo ATP luminescence;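 active = inhibition above a per-campaign cutoff, the mean inhibition of all tested compounds plus 3 SD, cut at about 27% in these data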;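 also: 0% = DMSO wells and 100% = JAK Inhibitor I control wells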
# Ba/F3 V617F tox: lowers viability of Ba/F3 cells expressing EpoR and JAK2V617F | ATP luminescence | inhibition, % at 5.6 µM | actives 1.1% (n = 220,000) | AID 1446;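 active = inhibition above the campaign mean plus 3 SD over all tested compounds, cut at about 24% in these data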;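 also: cytokine-independent growth of Ba/F3 cells driven by EpoR plus mutant JAK2; 0% = DMSO-treated cells and 100% = JAK inhibitor I control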
# MDM2 E3 inh: inhibitors of human Mdm2 E3 ubiquitin ligase | actives 0.11% (n = 210,000) | AID 1230 | cell-based MDM2 ubiquitination luciferase reporter, 2 h; 0 = plate control, 100 = twice control, blank-subtracted | Q00987 | signal enhancement, % at 5 µM;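 active = signal enhancement of 30% or more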;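 also: luminescence tracks abundance of the self-degrading MDM2-luciferase fusion protein; higher signal means inhibition of MDM2 E3 ligase activity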
#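 test system = mammalian cells stably expressing self-ubiquitinating, self-degrading MDM2 E3–luciferase fusion | quantity = 2000 cells/well | incubation = cell settling 4 h, compound treatment 2 h, both 37 °C | signal = luminescence with SteadyLite reagent, 15 min at room temperature | evaluation = % enhancement relative to plate controls after blank subtraction | benchmarks = plate controls and plate blanks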
# S1P4 agonist: activates the human S1P4 receptor. O95977. AID 1509. S1P4-expressing cell line, agonist reporter assay. actives 0.35% (n = 220,000). activation, % at 4.98 µM; in the data active = activation above about 11%;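 also: 0% = DMSO vehicle and 100% = reference agonist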
# Target sequence (O95977 whole entry, looked up): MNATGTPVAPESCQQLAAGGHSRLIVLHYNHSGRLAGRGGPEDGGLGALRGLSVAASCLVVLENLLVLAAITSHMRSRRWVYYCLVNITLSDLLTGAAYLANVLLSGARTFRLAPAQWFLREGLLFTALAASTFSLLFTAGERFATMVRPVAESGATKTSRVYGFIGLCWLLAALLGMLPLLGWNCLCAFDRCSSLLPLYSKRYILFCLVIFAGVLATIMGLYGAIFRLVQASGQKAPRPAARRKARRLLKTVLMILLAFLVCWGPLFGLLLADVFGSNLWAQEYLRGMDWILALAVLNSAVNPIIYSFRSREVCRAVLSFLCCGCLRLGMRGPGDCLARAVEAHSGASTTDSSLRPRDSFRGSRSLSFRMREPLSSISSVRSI
# Wee1 stabilizer: inhibitors of human Wee1 degradation. P30291. HeLa Luc-Wee1K328M stability, luciferase luminescence; 100% = proteasome inhibitor MG132 effect. reporter increase, % at 5 µM. actives 1.2% (n = 220,000). AID 1321;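 active = activation above the mean of all tested compounds plus 3 SD, set per screening run, cut at about 8.8% in these data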;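 also: cells exposed to compound for 20 h before luminescence read; 0% = DMSO alone and 100% = MG132 at 30 µM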
# Target sequence (P30291 whole entry K328M): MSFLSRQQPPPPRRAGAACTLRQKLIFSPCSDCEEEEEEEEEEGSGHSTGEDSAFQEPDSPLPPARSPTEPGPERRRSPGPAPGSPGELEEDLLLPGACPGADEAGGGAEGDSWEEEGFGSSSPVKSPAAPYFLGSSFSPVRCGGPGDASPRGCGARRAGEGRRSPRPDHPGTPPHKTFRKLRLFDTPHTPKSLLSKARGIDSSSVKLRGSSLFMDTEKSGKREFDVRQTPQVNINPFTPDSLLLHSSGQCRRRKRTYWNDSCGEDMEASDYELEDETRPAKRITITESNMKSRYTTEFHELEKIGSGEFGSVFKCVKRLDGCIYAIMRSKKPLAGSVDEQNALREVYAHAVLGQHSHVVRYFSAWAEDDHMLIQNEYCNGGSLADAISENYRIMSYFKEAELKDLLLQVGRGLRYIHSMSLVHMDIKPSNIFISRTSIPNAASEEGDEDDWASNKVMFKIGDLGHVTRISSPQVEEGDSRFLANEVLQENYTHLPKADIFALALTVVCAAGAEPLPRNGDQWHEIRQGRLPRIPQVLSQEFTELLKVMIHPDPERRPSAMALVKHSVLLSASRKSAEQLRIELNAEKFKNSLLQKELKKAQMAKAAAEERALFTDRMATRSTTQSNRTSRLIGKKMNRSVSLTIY
# eIF4E-4G inh: eIF4E/eIF4G interaction inhibition in translation initiation; TR-FRET eIF4E-eIF4GI(517-606) binding, 2 h; inhibition, % at 21.7 µM; actives 0.37% (n = 220,000);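 active = inhibition above about 30%, limit read from the data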;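 also: 0% = full FRET control wells and 100% = background wells lacking eIF4GI fragment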
# PERK inh: human PERK inhibition, primary cell-based screen; Q9NZJ5; CHO PERK-DD fusion, SEAP luminescence translation reporter; inhibition, % at 5.6 µM; actives 0.17% (n = 220,000); AID 1416;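 active = inhibition above the mean inhibition of all tested compounds plus 3 SD, set separately per screening campaign, cut at about 2.9% in these data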;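 also: PERK kinase domain activated by AP20187 dimerizer at 100 nM; 0% = DMSO with dimerizer and 100% = rapamycin at 8.4 µM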
# S1P4 antag: antagonists of human S1P4 receptor; inhibition, % at 4.98 µM; S1P4-expressing cells, antagonist mode, reporter read-out; O95977; AID 1510; actives 0.26% (n = 220,000); in the data active = inhibition above about 29%;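 also: 0% = wells stimulated with agonist and 100% = vehicle wells without agonist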
# Starred values were filed as active, the others as inactive; · = not tested or not shown; [ ] = dose if it differs, or a comment. No enrichment for hits; any-hit rate near 4.1%.
SMILES,NPY2 pot ag,BaF3 tox,Ba/F3 V617F tox,MDM2 E3 inh,S1P4 agonist,Wee1 stabilizer,eIF4E-4G inh,PERK inh,S1P4 antag
CCOC(=O)C1CCN(Cc2cccc(OC)c2)CC1,-6,5,0,-8,-0.6,3,0,-0.9,-19
CC(=O)/C(N=Nc1c(C)n(C)n(-c2ccccc2)c1=O)=C(\C)O,3,-2,-1,-16,0.2,-2,2,0.0,-4
CCOc1cc(CNc2nn[nH]n2)ccc1OCC(=O)NC(C)(C)C,-6,4,2,-9,1.5,-1,-2,-0.3,2
Cc1csc(SCC(=O)NC(=O)C2CCCCC2)n1,6,7,-1,-7,-1.2,-1,0,1.5,2
CCCn1c(SCC(=O)N2CCN(C(=O)c3ccco3)CC2)nc2ccccc2c1=O,-10,3,-2,-6,1.1,-2,-6,0.0,11
Cc1cc(Nc2c(C)cccc2C)n2nc(C)nc2n1,13,10,-5,-14,2.1,2,1,0.7,-25
CN(C)CCSc1nc(O)c(-c2ccccc2)c(=O)n1-c1ccccc1,-8,-3,7,-11,-1.0,-2,7,-0.1,-3
CS(=O)(=O)N1CCN(CC2CC3C=CC2C3)CC1 (centres undefined),2,6,4,-13,0.0,-4,-13,-0.4,11
CC(C)c1ccc(C(C(=O)NC2CCCC2)N(C(=O)CNC(=O)c2ccco2)c2cccnc2)cc1 (centres undefined),-7,4,0,2,0.0,-3,-5[fluorescence artefact?],0.4,-19
COc1ccc(N=C2S/C(=C\c3cc(C)n(C)c3C)C(=O)N2C)cc1,-13,9,7,-18,-0.6,1,1,-0.3,3
CCNC(=O)c1ccc(C2SCC(=O)N2Cc2ccco2)cc1 (centres undefined),-4,2,1,2,0.7,-4,-8[fluorescence artefact?],-0.2,-9
CCOC(=O)Nc1nc(-c2ccc(Cl)cc2Cl)cs1,-3,2,-5,7,-0.6,-1,5,0.3,-12
CCOC(=O)c1cccnc1SCC(=O)N(C)c1ccccc1,2,8,-2,1,-0.2,-1,-4,-0.4,5
O=C1OC(c2ccc(Cl)cc2)/C(=C(/O)c2ccccc2)C1=O (centres undefined),9,0,-1,-7,-1.0,2,3[fluorescence artefact?],1.0,-1
O=C(NCc1ccccc1Cl)C1CCC(CNc2c(N3CCCCC3)c(=O)c2=O)CC1 (centres undefined),17,3,-3,·,2.6,9,-4,1.1,5
CC(C)(C)N=C1NC(=NC(C)(C)C)c2ccccc21,23,3,1,-16,-0.4,2,-9,-0.3,-7
CCN(CC)S(=O)(=O)c1ccc(OC)c(NS(=O)(=O)c2cccc(C(=O)O)c2)c1,13,-4,-4,-17,-0.2,-1,3,0.1,-10
O=C(Nc1ccc(F)cc1)c1ccc(S(=O)(=O)N2CCOCC2)o1,14,-3,-4,-9,0.8,6,0,0.3,-9
Cc1cccc(N/N=C/c2ccc(O)c(O)c2O)c1,10,-2,-1,10,2.4,-2,6,-0.8,-7
CSc1nc(C)nc2c1c(=O)n(C)c(=O)n2C,4,9,-3,-19,0.8,2,1,0.7,2
COc1cc(C(=O)NCc2nnc(SCC(=O)Nc3ccc4c(c3)OCO4)o2)cc(OC)c1OC,-7,9,2,-19,-0.2,5,-2,0.6,-8
CC(C)CCNC(=O)Cc1c(C(=O)O)[nH]c2ccc(Cl)cc12,11,3,-3,-19,1.8,4,-3[fluorescence artefact?],1.0,-16
CCC(=O)Nc1cccc(NC(=O)c2cccnc2)c1,17,1,-1,6,0.6,14*,-1[fluorescence artefact?],0.2,7
CCOC(=O)C1CCN(C(=O)c2ccccc2NC(C)=O)CC1,-1,0,-4,-16,-0.2,5,2,0.2,-7
COc1ccc(OC(=O)c2cnn(-c3ccccc3)c2C)cc1,-13,6,2,-9,-1.7,2,-6,0.2,-9
O=c1c(-c2ccc(Cl)cc2)[n+]([O-])c2ccccc2n1OCc1nc2ccccc2[nH]1,5,3,-5,-6,0.8,-2,7,0.7,4
O=C(COC(=O)/C=C/c1ccc([N+](=O)[O-])cc1)NCC1CCCO1 (centres undefined),1,2,-4,-17,0.1,3,7,0.7,13
N#Cc1cc([N+](=O)[O-])ccc1NC(=O)COC(=O)C12CC3CC(CC(C3)C1)C2,10,-2,-4,-8,-1.6,0,3,0.4,0
COc1ccccc1/C=C/C(=O)NCC(=O)N/N=C/c1ccccc1,-5,10,5,-13,-1.9,3,1,1.7,5
COc1ccc(C(=O)Nc2ccccc2C(=O)NC(Cc2ccc(O)cc2)C(=O)NNC(=O)c2ccccc2Cl)cc1 (centres undefined),0,3,-2,-8,-1.6,-1,-4,1.0,-11
O=C1CC(N(CCc2ccccc2)C(=S)Nc2ccccc2)C(=O)N1c1ccc(F)cc1 (centres undefined),24,0,6,-8,0.7,-2,-4,0.0,-2
CCCCC(=O)Nc1ccc(C(=O)NCCCn2ccnc2)cc1,-14,2,2,6,1.7,-2,-8,0.8,-32
c1ccc(-n2nnnc2-n2ccnc2)cc1,-9,4,3,-6,-0.7,-1,0,0.5,-19
O=C(c1cccc2nc3ccccc3nc12)N1CCOCC1,1,0,1,-8,-0.8,-2,-1,0.6,14
Nc1ccc(-c2ccc(C(=O)O)s2)cn1,12,5,1,2,2.2,1,10,0.9,-26
Cc1cccc(NC(=O)CN2C(=O)NC(Cc3ccccc3)C2=O)c1 (centres undefined),3,1,-4,-49,-1.7,-2,-11[fluorescence artefact?],0.4,-1
Cc1cc(C(=O)N[C@@H](c2ccccc2)[C@]2(C)C[C@H]2[C@@H](C)C(=O)Nc2ccc3ccccc3c2)no1,-6,-2,-4,·,0.3,-2,2,-0.4,8
O=c1[nH]c(CN2CCCC2)nc2sc3c(c12)CCC3,3,5,3,3,-1.1,-1,-3,0.8,-8
O=C(/C=C/N1CCOCC1)c1coc2ccccc12,-4,3,2,-28,-0.2,-3,-3,1.2,4
O=C1CCC(=O)N1CC(=O)N(c1ccccc1)c1ccccc1,-14,7,6,-18,-0.5,1,2,0.0,8
Cc1ccc(S(=O)(=O)N(CC(O)CN2C(=O)NC(C)(C)C2=O)c2cccc(C)c2)cc1 (centres undefined),-2,4,0,-10,2.5,2,-6,-1.3,5
CCN(CCO)Cc1csc2cccc(Br)c12,-7,6,2,-1,-0.3,-1,-4[fluorescence artefact?],-0.1,-4
COc1cc(NC(=O)CSc2ccc3c(c2)OCCO3)cc(OC)c1OC,11,-1,-1,-1,0.7,1,0,0.5,-15
O=C(N/N=C/c1ccc2nccnc2c1)c1ccncc1,-7,-4,5,-4,0.9,2,2,-0.1,-25
CCOCc1nnc(NC(=O)c2cccs2)s1,-6,3,1,4,-0.4,-1,11,1.7,-1

# Record cards, as listed above. Screens in order: NPY2 pot ag | BaF3 tox | Ba/F3 V617F tox | MDM2 E3 inh | S1P4 agonist | Wee1 stabilizer | eIF4E-4G inh | PERK inh | S1P4 antag
# Record of O=C(c1cccc2nc3ccccc3nc12)N1CCOCC1 : 1 | 0 | 1 | -8 | -0.8 | -2 | -1 | 0.6 | 14
# Record of c1ccc(-n2nnnc2-n2ccnc2)cc1 : -9 | 4 | 3 | -6 | -0.7 | -1 | 0 | 0.5 | -19
# Record of Nc1ccc(-c2ccc(C(=O)O)s2)cn1 : 12 | 5 | 1 | 2 | 2.2 | 1 | 10 | 0.9 | -26
# Record of Cc1cc(Nc2c(C)cccc2C)n2nc(C)nc2n1 : 13 | 10 | -5 | -14 | 2.1 | 2 | 1 | 0.7 | -25

# The list goes on.
SMILES,NPY2 pot ag,BaF3 tox,Ba/F3 V617F tox,MDM2 E3 inh,S1P4 agonist,Wee1 stabilizer,eIF4E-4G inh,PERK inh,S1P4 antag
O=C(NC1CCCC1)c1cnn2c(C(F)(F)F)cc(-c3ccc4c(c3)OCO4)nc12,-3,5,-1,-16,0.0,-2,-5,1.4,-3
COc1ccc(-c2nc(C)c(C(C)=O)n2O)cc1OC,-2,4,0,6,-3.1,0,-1,1.0,-3
CCOc1ccc(-c2nc(CN3CCCCC3CCn3cccn3)c(C)o2)cc1 (centres undefined),-23,-2,-3,-2,-0.8,0,0,-2.3,8
CCc1cccc(NC(=O)CN(C)S(=O)(=O)c2cccc3cccnc23)c1,-7,-5,0,·,-0.7,-2,-1,0.7,2
COc1ccc(CCCc2nnc(SCc3nc4ccccc4c(=O)[nH]3)n2C)cc1,7,4,-4,-9,-0.1,-1,-4,0.1,3
Cc1ccc(OCCNC(=O)c2cncc(Br)c2)cc1C,-12,3,0,5,0.5,-3,1,-0.2,-13
O=C(O)CN=C(NS(=O)(=O)c1ccccc1)c1ccccc1,0,2,-1,-7,-0.8,3,5,1.0,-8
COc1ccccc1CNC(=O)C1CCN(S(=O)(=O)c2cccc3cccnc23)CC1,0,1,-1,-8,0.0,-3,-2,-0.3,-11
Brc1cccc(-c2cnco2)c1,1,2,2,-2,-1.7,3,3,0.8,10
CCn1c(C(C)NC(C)=O)nc2ccccc21 (centres undefined),-1,-4,-4,-19,-1.6,-2,0,0.5,-9
Cc1ccnc(NC(=O)C2CCC(CNc3c(N4CCCC4)c(=O)c3=O)CC2)c1 (centres undefined),14,-2,-5,-19,1.3,-2,1,1.1,1
CSc1nc(-c2ccc(Cl)cc2Cl)[nH]c(=O)c1C#N,5,12,2,-10,0.6,0,2,0.8,-18
O=C(CC1C(=O)NCCN1CC1CCCCC1)NCc1ccc(F)cc1 (centres undefined),12,2,-1,-7,0.3,3,1,0.1,-17
CCN1CCN(Cc2c(O)ccc3c2O/C(=C\c2ccc(C)cc2)C3=O)CC1,-4,-2,-5,2,0.8,-3,-2,0.1,15
Nc1nnc(CCOc2ccc(Cl)cc2)s1,-12,2,1,-4,-0.2,3,0,-0.6,-9
O=C(O)CCCC(=O)Nc1ccc(N=Nc2ccccc2)cc1,7,3,-1,-22,1.1,1,-2,1.1,-8
CCOc1ccc(NC(=O)CCC(=O)NNC(=O)c2ccco2)cc1,-2,6,-1,-6,5.7,3,-3,0.3,-2
Cc1ccc(C)c(OCCn2cc(/C=C(/C#N)C(=O)NCC3CCCO3)c3ccccc32)c1 (centres undefined),8,6,1,-21,0.5,-1,-7,-1.2,-27
COCC(C)Nc1ncnc2c1cnn2-c1ccc(Cl)cc1 (centres undefined),-13,1,-3,-15,-1.2,7,-9[fluorescence artefact?],0.1,20
N#CCc1c(C#N)c(N)nc(N2CCN(C=O)CC2)c1C#N,-2,0,-2,6,0.2,-3,1,0.5,-5
Cc1cc(NC(=O)c2ccccc2F)n(-c2nc3ccccc3[nH]2)n1,91*,3,0,-4,-0.1,3,2,0.7,6
CCc1ccc(/C=N/NC(=O)c2cc(-c3ccccc3OC)nc3ccccc23)s1,0,4,0,-27,0.0,-1,-8,-1.2,-9
C#CC[N+](CC)(CC)CC#Cc1cccc(Cl)c1,3,66*,73*,-8,0.1,3,-4,0.3,-3
CCN(CC)CCCNc1nc(N)c([N+](=O)[O-])c(NCCO)n1,-15,-1,1,-32,2.6,5,-1,0.3,-9
Cn1c(=O)cc(SCC(=O)Nc2cccnc2)c2ccccc21,-23,1,0,-10,1.0,-2,-25,0.4,-2
Clc1cccc(Oc2cnc3ccccc3n2)c1,-1,2,-1,-2,0.9,-3,-11,0.6,-27
CCc1nnc(N/N=C/c2ccccc2F)n1N,8,-1,9,-8,-0.3,1,-1,0.5,93*
CC(C)c1ccc(NC2=NCC(=O)N2Cc2cccs2)cc1,-12,2,3,-9,0.6,-2,-4,-0.5,1
CSc1nc(N)c(C(=O)NC2CCCCC2)s1,-4,-5,-4,3,0.0,1,3,1.0,-6
